Assay outcomes as filed in PubChem.
CHO parental Ca – ATP-evoked calcium signal inhibitors, parental CHO, primary screen, counter-screen for OX1R antagonist project, cell-based, fluorescence, Fluo-8 calcium dye; parental CHO-K1, ATP-induced calcium, Fluo-8 fluorescence; inhibition, % at 5.6 µM; 330,000 compounds, 0.63% hits; AID 463079, 2010;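 active means inhibition above that plate's mean sample inhibition plus 3 SD, cut at about 26% in these data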;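 further: 0% = ATP-challenged DMSO wells and 100% = DMSO wells without ATP; some compounds past the cut are filed as inactive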
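Measured by: calcium-sensitive Fluo-8 fluorescence / Test system: CHO parental line / Controls: ATP-challenged DMSO wells low, unchallenged DMSO wells high / Measure: % inhibition / Compound: single nominal dose of 5.6 µM per compound / Replicates: single well per compound, no replicates / Reagent: ATP as calcium-mobilizing challenge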
CHO-K1 Ca PAM – nonselective calcium activators in parental CHO-K1 cells, primary screen, counter-screen for M1 PAM project, cell-based, Fluo-8 calcium fluorescence, full deck, 1536-well; ATP EC20; 0% at ATP EC20, 100% at ATP max; 360,000 compounds, 0.02% hits; activation, % at 3 µM;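 active means activation above the run cutoff, the mean activation of all test compounds plus 3 SD, cut at about 40% in these data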;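 further: peak over basal fluorescence ratio in a 140 s read after ATP addition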
M1 ag parental – counter-screen for M1 agonists: effect in parental CHO-K1 cells. Fluo-8 calcium fluorescence; scaled to maximal ATP response, vehicle zero. activation, % at 3 µM. 360,000 compounds, 0.48% hits; in the data active means activation above about 15%;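 further: untransfected CHO-K1 host cells lacking M1 receptor as counterscreen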
CHO-K1 Ca antag – counter-screen for M1 antagonists: effect in parental CHO-K1 cells | ATP-induced calcium, Fluo-8 fluorescence | inhibition, % at 3 µM | 360,000 compounds, 0.6% hits;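 active means inhibition above a per-plate cutoff, the plate's mean sample inhibition plus 3 SD, cut at about 24% in these data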;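 further: 0% = DMSO plus EC80 ATP and 100% = DMSO alone without ATP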
OXTR potentiate – human OXTR potentiators, primary screen, fluorescence, CHO-OTR cells, Fluo-8 calcium | Oxytocin receptor (Homo sapiens), P30559 | Fluo-8 calcium fluorescence, potentiator mode; 0% = oxytocin EC15, 100% = EC100 | activation, % at 3 µM | 320,000 compounds, 0.061% hits;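 active means activation above that plate's cutoff, the mean activation of tested compounds plus 3 SD, cut at about 6.6% in these data, passing the limit was not always enough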;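 further: 100% uses oxytocin at 75 nM as the full agonist control; some results filed as inactive read as strong as hits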
Target sequence (P30559 whole entry, looked up): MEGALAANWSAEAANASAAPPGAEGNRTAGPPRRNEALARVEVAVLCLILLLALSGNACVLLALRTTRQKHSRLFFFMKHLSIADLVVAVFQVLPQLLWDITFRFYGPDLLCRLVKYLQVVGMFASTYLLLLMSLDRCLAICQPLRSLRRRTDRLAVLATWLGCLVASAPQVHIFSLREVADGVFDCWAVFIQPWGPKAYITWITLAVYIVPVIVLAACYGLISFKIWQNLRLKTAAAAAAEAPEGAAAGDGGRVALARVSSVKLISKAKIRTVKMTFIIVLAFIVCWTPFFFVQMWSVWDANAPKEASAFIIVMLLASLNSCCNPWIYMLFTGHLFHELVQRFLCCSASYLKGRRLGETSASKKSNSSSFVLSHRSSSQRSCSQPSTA
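test system = CHO-OTR cells, human receptor | compound = single-point 3.0 µM | schedule = 6 min compound pre-incubation at room temperature, 100 s kinetic read | signal = Fluo-8 no-wash calcium dye fluorescence, excitation 470-495 nm, emission 515-575 nm | repeats = single well per compound, singlicate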
CHRM1 agonist – human M1 muscarinic receptor agonists, primary screen, Fluo-8 calcium fluorescence, CHO-K1 cells, HTS. AID 588814, 2011. activation, % at 3 µM. 360,000 compounds, 0.33% hits. CHO-K1 hM1, agonist mode; 0% DMSO, 100% acetylcholine EC100;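 active means activation above the run's mean compound activation plus 3 SD, cut at about 16% in these data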;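 further: peak over basal fluorescence ratio within a 140 s kinetic read after compound addition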
TAAR1 antag – human TAAR1 antagonists, primary screen, Fluo-8 calcium fluorescence, CHO RD-HGA16 cells. Trace amine-associated receptor 1 (Homo sapiens), Q96RJ0. antagonist. inhibition, % at 3 µM. 360,000 compounds, 1.5% hits. AID 624466, 2012;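 active means inhibition above a per-plate cutoff, the mean inhibition of test compounds on that plate plus 3 SD, cut at about 49% in these data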;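 further: 0% = DMSO plus EC80 beta-PEA response and 100% = DMSO alone without agonist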
Target sequence (Q96RJ0 whole entry, looked up): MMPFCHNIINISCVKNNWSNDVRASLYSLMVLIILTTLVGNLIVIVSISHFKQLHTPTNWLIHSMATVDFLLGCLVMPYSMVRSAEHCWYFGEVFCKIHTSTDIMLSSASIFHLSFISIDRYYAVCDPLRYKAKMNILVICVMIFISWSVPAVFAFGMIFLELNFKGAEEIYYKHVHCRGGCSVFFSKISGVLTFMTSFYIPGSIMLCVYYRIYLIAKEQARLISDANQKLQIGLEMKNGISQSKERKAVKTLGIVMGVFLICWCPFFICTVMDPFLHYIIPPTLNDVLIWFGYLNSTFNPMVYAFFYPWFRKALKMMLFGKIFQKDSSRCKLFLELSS
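Test system – hTAAR1-expressing CHO RD-HGA16 cells, Gα16-coupled · Reagent – β-PEA at EC80 concentration, post-compound challenge · Compound dosing – 3 µM, single point · Timing – 140 s kinetic read after compound, 140 s after agonist · Detection – Fluo-8 intracellular calcium dye fluorescence, real-time kinetic reads · Control set – DMSO and EC80 PEA controls · Repeats – n of 1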
CHRM1 antagonist – human M1 muscarinic receptor antagonists, primary screen, CHO-K1 cells, Fluo-8 calcium fluorescence, 1536-well; CHO-K1 hM1, ACh EC80 antagonist; AID 588852, 2011; inhibition, % at 3 µM; 360,000 compounds, 1.3% hits;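 active means percent inhibition above its own plate's cutoff, namely the mean of that plate's compound wells plus 3 SD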;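 further: peak over basal fluorescence ratio during 140 s after agonist addition; 0% = ACh EC80 plus DMSO and 100% = DMSO alone without agonist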
TAAR1 ag – human TAAR1 agonists, primary screen, Fluo-8 calcium fluorescence, CHO RD-HGA16 cells; Trace amine-associated receptor 1 (Homo sapiens), Q96RJ0; vehicle wells 0%, saturating PEA agonist 100%; activation, % at 3 µM; 360,000 compounds, 0.99% hits;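 active means activation above the mean activation of all test compounds in the run plus 3 SD, cut at about 38% in these data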
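System: CHO RD-HGA16 cells carrying human TAAR1 plus Gα16; Incubation: 17-24 h seeding, 75 min 37 °C dye, 30 min RT; Measured by: Fluo-8 fluorescence, 5 s baseline then 140 s kinetic read; Control set: DMSO and PEA EC100; Replication: single well for each compound.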
* marks the source's active call; other numbers are inactive results; · = not tested or not shown.

# | SMILES | CHO-K1 Ca PAM | TAAR1 antag | M1 ag parental | CHO-K1 Ca antag | CHRM1 antagonist | CHRM1 agonist | CHO parental Ca | OXTR potentiate | TAAR1 ag
1 | O=C(O)CCC(=O)N1N=C(c2ccccc2)CC1c1cccs1 (stereo not drawn) | 9.4 | -9.0 | 0.7 | -9.6 | -11.6 | -1.6 | -9.5 | -4.7 | 0.8
2 | CC(c1ccccn1)C(C)(O)C(C)c1ccccn1 (stereo not drawn) | 7.8 | 21.5 | 0.1 | 4.1 | -10.6 | -5.7 | · | · | 1.6
3 | COc1cc(NC(=O)C2CC(c3cccc(Br)c3)=NO2)cc(OC)c1OC (stereo not drawn) | 12.5 | 1.0 | 2.6 | -2.6 | -12.8 | -1.0 | -18.0 | 1.5 | 1.9
4 | COc1ccccc1OCCOc1ccc(/C=C2\C(=N)N3N=C(C)SC3=NC2=O)cc1 | 14.3 | -2.0 | 1.3 | -11.5 | -22.8 | -1.7 | -10.7 | -6.3 | 8.0
5 | CCCC(=O)N1CCC(Cc2ccccc2)CC1 | -12.0 | 0.8 | -0.3 | 17.2 | -11.5 | 5.8 | -10.9 | -0.8 | 0.3
6 | COc1ccc(CN(C(=O)c2cccc(OC)c2)C2CCS(=O)(=O)C2)cc1 (stereo not drawn) | -8.7 | -4.7 | 0.6 | -1.6 | 10.4 | -0.4 | -26.6 | 2.1 | -1.3
7 | CSCCC(NS(=O)(=O)c1ccc(C)cc1)C(=O)Nc1ccc(C)cn1 (stereo not drawn) | 3.6 | -17.3 | 0.5 | -11.9 | -11.2 | 1.4 | -15.2 | -1.4 | 3.8
8 | CC1CCCN(S(=O)(=O)c2csc(C(N)=O)c2)C1 (stereo not drawn) | 12.6 | -7.1 | 2.4 | -16.5 | -15.7 | -3.4 | -8.1 | -3.1 | 0.8
9 | CSc1n[nH]c(NC2=CC(=O)CCC2)n1 | 16.5 | -5.2 | 0.9 | -4.9 | 1.6 | -3.2 | -0.7 | 4.7 | 9.1
10 | COC(=O)C(NC(=O)c1cccnc1Cl)C(C)C (stereo not drawn) | 15.1 | -9.3 | 1.6 | -13.2 | -9.1 | -3.4 | 7.4 | -9.7 | 6.7
11 | O=C(Nc1ccc(F)cc1)c1cccnn1 | 8.8 | -0.2 | 2.0 | -6.7 | -10.8 | -3.5 | 3.6 | -4.0 | 3.9
12 | NC(=O)Cn1cc(/C=N\NS(=O)(=O)c2ccc(Cl)cc2)c2ccccc21 | 15.1 | -4.6 | 0.3 | -8.5 | -12.4 | -1.1 | 8.7 | -3.2 | 1.7
13 | COCCn1c(SCC(=O)N2CCCCCC2)nc2c([nH]c3ccccc32)c1=O | -4.0 | 14.3 | 1.6 | -0.4 | -11.7 | -4.5 | -8.8 | -1.7 | 1.5
14 | CC(=O)Nc1ccccc1N(C)S(=O)(=O)c1ccc(C)cc1 | -3.7 | -0.1 | 0.5 | 10.7 | -5.9 | -1.0 | -18.3 | -15.5 | 2.4
15 | O=C(N/N=C\c1cccnc1)c1cc(-c2ccc(Cl)s2)[nH]n1 | 16.9 | 2.2 | 4.6 | -11.4 | -6.0 | -1.0 | -16.2 | -11.0 | 12.1
16 | O=C(CSc1nnc(NC(=O)c2cccc(Br)c2)s1)NCC1CCCO1 (stereo not drawn) | 12.5 | -30.9 | 1.0 | -2.5 | -5.9 | -2.6 | -1.6 | -9.4 | 2.8
17 | CCOc1ccc(C(Nc2ccc(C)cc2)P2(=O)OCC(C)(C)CO2)cc1 (stereo not drawn) | -3.3 | 12.0 | 0.7 | 5.8 | 7.0 | -0.5 | -12.8 | 0.2 | 12.5
18 | CCCNC(=O)N[C@@H](CCSC)C(=O)OC | 22.1 | 9.1 | 0.4 | -14.1 | -8.8 | -0.2 | 5.9 | 3.7 | 6.0
19 | CSc1ccccc1OCc1cc(C(=O)N2C[C@H]3CC[C@H]2C3)no1 | 11.3 | -9.9 | 1.7 | -8.2 | -5.6 | -5.4 | -2.5 | -9.1 | 3.8
20 | COc1ccc(S(=O)(=O)N2CCOCC2)cc1C(=O)N1CCCCC1 | 21.1 | -4.4 | 1.1 | -17.5 | -9.9 | -3.7 | -1.9 | 0.9 | 4.2
21 | CCCn1c(O)c(N=NC(=O)CNC(=O)c2cccnc2)c2ccccc21 | 6.4 | -6.9 | 1.4 | -18.0 | -4.0 | -3.8 | -20.3 | -10.7 | 4.7
22 | CC(C)C(C)NC(=O)COc1ccc([N+](=O)[O-])cc1Cl (stereo not drawn) | 4.3 | -11.6 | 2.4 | 5.7 | -3.3 | -2.6 | -16.5 | -11.2 | 4.0
23 | COc1ccc(-c2[nH]ncc2CN(C)Cc2ccccn2)c(OC)c1 | 1.5 | -3.9 | 0.3 | -2.4 | -1.2 | -7.8 | -20.2 | -1.5 | 0.0
24 | COc1cc(/C=C2\SC(=S)N(NS(=O)(=O)c3ccccc3)C2=O)cc(OC)c1OC | 10.4 | -6.3 | 0.0 | -1.6 | -0.2 | -6.0 | -27.7 | -3.9 | -5.9
25 | O=C(C1=C[C@@H](c2coc3ccccc3c2=O)C[C@@H](OCCCCO)O1)N1CCN(Cc2ccccc2)CC1 | 10.0 | 14.6 | 1.1 | -13.9 | -8.2 | -8.2 | -21.7 | -11.1 | 7.3
26 | Cc1cccc(NC(=O)CSCC(=O)Nc2ccc(S(=O)(=O)N3CCCC3)cc2)c1 | 19.2 | -23.4 | 0.3 | -11.5 | -14.9 | -1.9 | -2.7 | -3.1 | 1.9
27 | CCCCN(C(=O)Cc1ccc(S(=O)(=O)N2CCOCC2)s1)c1c(N)n(CCCC)c(=O)[nH]c1=O | 6.1 | -6.6 | -0.5 | 14.9 | -5.0 | -3.3 | 9.7 | -10.8 | 0.8
28 | COc1cccc(C#Cc2cnc3c(c2)C(=O)N([C@@H](C)CO)C[C@H](C)[C@H](CN(C)C(=O)C2CCC2)O3)c1 | 16.8 | -2.4 | 0.3 | -8.0 | -15.8 | -6.1 | · | · | -0.9
29 | O=C(NC(=S)N1CCCc2ccccc21)c1ccco1 | 4.0 | -8.6 | 0.1 | -1.5 | -7.6 | -3.7 | 2.6 | 0.0 | 3.0
30 | O=C(O)C(c1ccccc1)N1C(=O)c2cccc3cccc(c23)C1=O (stereo not drawn) | -2.9 | -1.4 | -0.2 | 1.7 | -3.8 | -1.1 | -4.9 | -13.0 | 2.5
31 | CN(c1ccccc1)S(=O)(=O)c1cccc(NC(=O)COc2ccccc2)c1 | -2.3 | 52.8* | 5.1 | -12.0 | -0.8 | -1.5 | -6.9 | -9.9 | 6.9
32 | S=C(CSc1ccccc1)Nc1cccc2ccccc12 | -11.8 | -11.2 | 0.4 | -2.5 | -17.9 | -7.1 | · | · | 2.3

Among those listed so far, these contain bromine.
# | SMILES | CHO-K1 Ca PAM | TAAR1 antag | M1 ag parental | CHO-K1 Ca antag | CHRM1 antagonist | CHRM1 agonist | CHO parental Ca | OXTR potentiate | TAAR1 ag
3 | COc1cc(NC(=O)C2CC(c3cccc(Br)c3)=NO2)cc(OC)c1OC (stereo not drawn) | 12.5 | 1.0 | 2.6 | -2.6 | -12.8 | -1.0 | -18.0 | 1.5 | 1.9
16 | O=C(CSc1nnc(NC(=O)c2cccc(Br)c2)s1)NCC1CCCO1 (stereo not drawn) | 12.5 | -30.9 | 1.0 | -2.5 | -5.9 | -2.6 | -1.6 | -9.4 | 2.8

Remaining list, next part.
# | SMILES | CHO-K1 Ca PAM | TAAR1 antag | M1 ag parental | CHO-K1 Ca antag | CHRM1 antagonist | CHRM1 agonist | CHO parental Ca | OXTR potentiate | TAAR1 ag
33 | Cc1ccc2nc(NC(=O)c3ccc4ncsc4c3)sc2c1 | 15.1 | 1.9 | 2.4 | -9.7 | -4.0 | -0.7 | -9.8 | -9.7 | 8.2
34 | COc1cccc(/C=C2\SC(=O)NC2=O)c1OCc1ccc(C(=O)O)cc1 | -8.5 | 13.5 | 0.0 | -9.5 | -8.6 | -2.7 | -4.2 | 0.8 | 8.2
35 | COC(=O)c1ccc(N=NNc2ccccc2)cc1 | 22.8 | 2.2 | 0.9 | -14.3 | -3.0 | -6.5 | -14.9 | 0.5 | 5.1
36 | Cc1ccc(CSc2nnnn2C)cc1 | -4.2 | 11.0 | -0.1 | -9.2 | -3.1 | -6.6 | -3.9 | -15.7 | 0.5
37 | COc1ccc(NC(=O)c2nc[nH]c2C(=O)Nc2ccccc2C)cc1 | 12.2 | 4.5 | 0.5 | -7.2 | -9.2 | -2.2 | -12.8 | 0.4 | 0.5
38 | O=C(CS(=O)c1ccc(C(F)(F)F)cc1[N+](=O)[O-])Oc1ccccc1 (stereo not drawn) | 17.6 | 3.0 | 0.8 | -10.9 | -34.7 | -2.2 | -13.9 | -12.4 | 4.4
39 | COc1ccc(C2=NN(C(=O)c3ccccc3)C(c3ccccc3)C2)c(O)c1 (stereo not drawn) | -6.2 | 28.7 | 0.5 | -7.8 | -3.3 | -2.1 | -21.2 | -2.4 | 1.4
40 | COc1c(F)cccc1C1=CC(=O)C[C@H](c2ccc3c(c2)OCO3)C1 | 9.6 | 37.4 | 0.1 | -24.6 | -3.3 | -3.5 | -6.0 | -4.8 | 3.9
41 | CC1CCCC(n2cnc3cc(C(=O)O)ccc32)C1C (stereo not drawn) | 10.7 | 9.2 | 0.9 | -14.3 | -5.8 | -1.6 | -2.2 | -5.2 | 3.9
42 | CCN1CCN(c2cc(C)c3cc(NC(=S)NCCCN4CCc5ccccc5C4)ccc3n2)CC1 | 13.5 | 6.1 | 12.6 | -0.7 | 13.9 | -7.1 | -15.7 | -5.5 | -2.8
43 | COC(=O)C1=CN(c2ccc(F)cc2)C=C(C(=O)OC)C1c1ccc([N+](=O)[O-])cc1 | 2.6 | 27.6 | -0.2 | -7.0 | -0.3 | -2.4 | · | · | -0.1
44 | Cc1cccc(Cc2cnc(NC(=O)C3=NCCN3)s2)c1 | -8.6 | -21.3 | 1.4 | -6.9 | -2.5 | -6.4 | 6.7 | -0.3 | 5.9
45 | COc1ccc(-n2c3c(cc(C(=O)N4CCN(CCO)CC4)c2=O)C(=O)CC(C)(C)C3)cc1 | 17.8 | 2.0 | 1.0 | -15.8 | -9.2 | -4.0 | -3.4 | 3.0 | 11.6
